Screening results: PubChem, Broad Institute
RAD54 inh: RAD54 (human) branch migration inhibition; RAD54 Holliday junction branch migration, FAM/BHQ fluorescence; inhibition, % at 10.4 µM; 360,000 tested, 0.14% active; AID 602329;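 active = mean normalized replicate activity at least 40 and at least half of replicates scoring 40 or more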;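 note: 0% = median of neutral control wells and 100% = median of positive control wells; inhibitors cause a drop in the FAM fluorescence signal; in these data hits start at about 50%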
F508del corr: correctors of CFTR F508del function in bronchial epithelial cells; CFBE cells, YFP halide quenching; stimulated with forskolin plus potentiator P3; % fluorescence drop versus neutral controls; activity (quench increase), % at 7.58 µM; 350,000 tested, 0.36% active;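 active = mean added fluorescence quench of at least 8% versus neutral control, with both replicates also reaching 8%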;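 note: cells transiently co-express mutant CFTR-F508del with the halide-sensitive YFP; corrector assay measuring rescue of mutant channel to the surface after 24 h compound exposure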
ERAP1 inh: ERAP1 (human) enzyme inhibition | Q9NZ08 | recombinant ERAP1, Leu-AMC fluorescence, 60 min | inhibition, % at 10.7 µM | 340,000 tested, 0.15% active;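 active = mean replicate inhibition of at least 30%, or all replicates individually reaching that 30% level; inactive = mean below 30% and not every replicate reaching it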;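 note: 0% = neutral control wells and 100% = L-leucinethiol positive control wells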
Xi reactivation: activators of X-chromosome reactivation in mouse fibroblasts. XiGFP mouse fibroblasts, % GFP-positive cells imaging, 3 d; cells co-treated with 5-aza-dC sensitizer; scaled so ellipticine positive control = 100%. activation, % at 7.58 µM. 360,000 tested, 0.055% active. AID 743238;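 active = mean normalized replicate activation at least 10% and every replicate at or above 10%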;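 note: 0% = median of on-plate neutral control wells and 100% = ellipticine 6 µM median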
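Schedule: 3 d treatment, 15 min room-temperature fixation; system: 68-5-11 XiGFP fibroblast line; buffer or medium: DMEM plus 5-aza-dC sensitizer; control set: ellipticine 6 µM positive control; compound: one concentration, pinned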
RAD52 inh: inhibitors of human RAD52 DNA annealing; P43351; recombinant RAD52 DNA annealing, FRET fluorescence; inhibition, % at 18.7 µM; 360,000 tested, 0.46% active;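 active = every replicate showing at least 50% inhibition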
Target sequence (P43351 whole entry, looked up): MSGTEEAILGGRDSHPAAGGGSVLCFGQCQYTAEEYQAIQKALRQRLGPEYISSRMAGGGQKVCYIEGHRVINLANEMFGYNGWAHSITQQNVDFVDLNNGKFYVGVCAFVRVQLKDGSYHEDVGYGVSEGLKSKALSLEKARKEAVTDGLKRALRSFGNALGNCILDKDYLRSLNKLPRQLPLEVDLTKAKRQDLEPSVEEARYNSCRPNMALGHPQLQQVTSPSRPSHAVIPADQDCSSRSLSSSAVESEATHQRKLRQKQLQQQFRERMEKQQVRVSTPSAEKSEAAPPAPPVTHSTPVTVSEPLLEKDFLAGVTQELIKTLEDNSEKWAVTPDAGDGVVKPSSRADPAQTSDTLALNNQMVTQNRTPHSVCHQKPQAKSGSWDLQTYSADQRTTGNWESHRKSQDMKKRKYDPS
INS-1E GSIS act: primary screen for activators of insulin secretion dependent on glucose, INS-1E cells, GLuc reporter luminescence; INS-1E GLuc reporter insulin secretion, 2-3 h; activation, % at 16.6 µM; 370,000 tested, 0.61% active; AID 743287;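 active = lowest replicate activation of at least 40%, so every replicate reaches that level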;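 note: 0% = median of neutral control wells and 100% = median of IBMX positive control wells; some compounds called inactive have numbers as strong as hits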
esBAF inh: SWI/SNF esBAF complex inhibition; reporter increase, % at 12.5 µM; mouse ES cells, Bmi1-luciferase knock-in reporter, 24 h; 100% = twice the neutral-well signal; 350,000 tested, 2% active; in the data active = activation above about 40%;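 note: 0% = median of the plate's neutral control wells and 100% = double that signal; a rise in the Bmi1 reporter signal indicates esBAF inhibition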
ARNT TACC3 PPI: ARNT/TACC3 interaction disruption. 390,000 tested, 0.66% active. Q9Y6A5. AlphaScreen His-ARNT PAS-B/GST-TACC3 binding, luminescence; TACC3 fragment carries E629A point mutation. inhibition, % at 9.99 µM;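 active = mean inhibition of replicates at least 50% and at least half of replicates each reaching 50%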;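 note: 0% = complete ARNT plus TACC3 wells and 100% = ARNT alone without TACC3; many hits fall short of the cut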
An asterisk follows results filed as active; · = not tested or not shown.

cpd | Molecule | RAD54 inh | F508del corr | ERAP1 inh | Xi reactivation | RAD52 inh | INS-1E GSIS act | esBAF inh | ARNT TACC3 PPI
1 | O=S(=O)(c1cc(Cl)ccc1Br)N1CCCCC1 | -17.2 | · | · | · | · | -10.2 | 7.3 | -27.0
2 | CC(C)C(O)C1CCN(Cc2nc(Cc3ccccc3Cl)no2)CC1 (stereo not given) | · | -0.9 | 5.1 | -0.1 | 9.1 | -3.8 | · | 4.7
3 | COc1c(C)cc(C(=O)C2CCCN(Cc3cccc4nccnc34)C2)cc1C (stereo not given) | · | -1.7 | -1.9 | 0.0 | -13.9 | -9.7 | · | ·
4 | O=C(COc1cccnc1[N+](=O)[O-])NCc1ccco1 | · | · | 0.6 | 0.3 | -7.2 | 41.9 | · | -2.0
5 | COc1ccc(-c2nc3ccccc3s2)cc1 | · | · | -3.9 | 0.0 | -11.6 | 1.4 | · | ·
6 | Cc1cc(C)c(S(=O)(=O)Nc2ccncc2)cc1C | 2.3 | 0.5 | -1.3 | 0.0 | -45.8 | -0.9 | -4.5 | -7.4
7 | C[C@@H]1CN([C@@H](C)CO)C(=O)c2c(c3ccccc3n2C)-c2ccccc2CO[C@@H]1CN(C)C(=O)Cc1ccccc1 | · | -3.1 | · | -1.3 | · | -14.6 | 6.8 | ·
8 | COCCC1CCCCN1C(=O)c1ccc(OC2CCN(C(C)=O)CC2)c(OC)c1 (stereo not given) | · | -0.5 | -3.2 | 0.0 | -9.1 | 35.5 | 4.5 | -4.6
9 | CCCNC(=O)N1CC2(CCN(C(=O)c3cccc(F)c3)CC2)c2c([nH]c3cc(OC)ccc23)[C@@H]1CO | · | 2.9 | -0.2 | 0.0 | 13.0 | -3.6 | · | ·
10 | CCOC(=O)N1CCN(C(=O)C[C@@H]2C[C@@]3(C(=O)OCC)CCC=C3N(Cc3ccco3)C2=O)CC1 | · | 4.0 | -0.4 | -0.1 | -20.1 | 31.1 | · | ·
11 | O=C(Nn1c(-c2ccncc2)nc2ccccc2c1=O)c1ccc([N+](=O)[O-])cc1Cl | · | 0.3 | 4.3 | 0.0 | -36.5 | 0.2 | · | 8.9
12 | CCOc1ccc(NC(=O)CCNc2c(N3CCCC3)c(=O)c2=O)cc1 | 7.1 | · | · | · | · | 4.7 | 7.5 | -7.5
13 | O=C(Nc1ccc(F)cc1)N[C@H]1CC[C@H](CC(=O)N2CCCCC2)O[C@H]1CO | -7.4 | 0.0 | 0.3 | 0.0 | 17.6 | 12.8 | -4.0 | ·
14 | CCCNC(=S)NC1CC2CCCC(C1)N2CC(C)C (stereo not given) | -6.5 | -0.7 | -2.9 | · | -5.4 | -3.4 | -6.2 | -2.7
15 | NC(=O)c1c(N)sc2c1CCCCC2 | -17.6 | · | 12.1 | · | -89.1 | -5.1 | -3.0 | 11.8
16 | COCC#Cc1cnc2c(c1)C(=O)N([C@@H](C)CO)C[C@@H](C)[C@H](CN(C)C(=O)c1ccc3c(c1)OCO3)O2 | 9.9 | 0.8 | 0.2 | -0.7 | 6.8 | 9.6 | 1.2 | -4.1
17 | O=C(c1ccccn1)N1C[C@@H]2[C@H](c3ccccc31)[C@@H](CO)N2C(=O)CC1CC1 | -28.6 | 0.3 | · | 0.2 | · | 3.7 | -5.3 | 20.8
18 | Cc1ccc2c(Cl)cc(Cl)c(OCC(=O)N3CCOCC3)c2n1 | 0.0 | -4.8 | -5.0 | 0.0 | 2.2 | 10.5 | 0.0 | 1.1
19 | Cc1cc(C(=O)NCc2nc(-c3ccccc3)no2)ccc1[N+](=O)[O-] | · | 3.6 | -4.8 | -0.1 | -19.0 | -51.4 | · | -0.7
20 | COc1ccc(NC(=O)CSc2ccc(-c3sc(C)nc3C)nn2)cc1 | -1.1 | -1.9 | 3.4 | 0.0 | -2.1 | 5.1 | 3.0 | -0.4

Single records, as listed above. Screens in order: RAD54 inh	F508del corr	ERAP1 inh	Xi reactivation	RAD52 inh	INS-1E GSIS act	esBAF inh	ARNT TACC3 PPI
`COc1ccc(-c2nc3ccccc3s2)cc1` is entered as ·	·	-3.9	0.0	-11.6	1.4	·	·
`CCOC(=O)N1CCN(C(=O)C[C@@H]2C[C@@]3(C(=O)OCC)CCC=C3N(Cc3ccco3)C2=O)CC1` is entered as ·	4.0	-0.4	-0.1	-20.1	31.1	·	·

Other records:
cpd | Molecule | RAD54 inh | F508del corr | ERAP1 inh | Xi reactivation | RAD52 inh | INS-1E GSIS act | esBAF inh | ARNT TACC3 PPI
21 | C[C@@H]1CN([C@@H](C)CO)C(=O)c2cc(NC(=O)Nc3ccc4c(c3)OCO4)ccc2O[C@@H](C)CCCCO[C@H]1CN(C)C(=O)Cc1ccccc1 | 0.2 | -1.3 | -4.3 | -0.8 | 2.1 | -2.7 | 5.2 | -6.4
22 | Cc1cccc(-n2ncc3c(NC(C)C)ncnc32)c1 | 9.1 | -0.5 | · | 0.0 | -3.8 | -9.8 | 6.7 | 7.3
23 | OC(c1ccccc1)c1nc(-c2cc(F)cc(F)c2)cs1 (stereo not given) | -0.3 | -0.8 | -2.6 | 0.0 | 4.6 | · | 23.2 | ·
24 | CC(C)C(=O)N1CCC1(C)C(=O)NCc1cc(Cl)ccc1F (stereo not given) | 1.1 | -2.7 | 1.7 | 0.2 | 2.8 | · | -1.5 | ·
25 | Cc1ccc(-n2c(C)nnc2SCC(=O)NNC(=O)c2ccco2)cc1 | · | -4.0 | -0.5 | 0.0 | -14.9 | 4.8 | · | 16.7
26 | Cc1ccccc1OCCOC(=O)c1cc(S(=O)(=O)N2CCCCC2)ccc1N1CCOCC1 | -2.8 | 1.3 | -1.2 | 0.2 | 0.0 | -18.4 | -24.3 | -3.8
27 | C=CCC1(O)C(=O)N2C(=C1C(=O)N1CCOCC1)c1ccccc1CC2(C)C (stereo not given) | 0.3 | · | · | · | · | -2.7 | -1.6 | -10.3
28 | C[C@@H]1CCCCO[C@@H](CN(C)C(=O)Nc2cccc3ccccc23)[C@@H](C)CN([C@H](C)CO)C(=O)c2cc(NC(=O)Nc3ccc4c(c3)OCO4)ccc2O1 | -2.2 | -0.7 | -1.2 | -0.7 | 13.3 | -0.5 | 4.3 | -6.1
29 | Cc1ccc(SC2=C(C(=O)O)CCCC2)cc1 | 6.8 | 1.1 | -4.2 | 0.1 | -23.1 | -3.8 | -2.9 | -4.6
30 | CC(C)=CCN1CCN(Cc2c(C)nn(C)c2Cl)CC1CCO (stereo not given) | · | -2.7 | 1.3 | 0.0 | -14.9 | 4.1 | · | ·
31 | C[C@@H]1CCCCO[C@H](CN(C)S(=O)(=O)c2cccs2)[C@@H](C)CN([C@H](C)CO)C(=O)c2cc(NC(=O)c3ccccc3)ccc2O1 | 16.9 | 1.3 | · | 0.0 | · | 10.5 | 1.2 | 9.4
32 | O=C(N/N=C/c1ccncc1)c1cccc(N/N=C/c2ccncc2)c1 | · | -0.4 | 4.5 | 0.1 | -6.0 | 0.4 | · | 13.7
33 | CN(C)c1cc[n+](CC(=O)Nc2ccc([N+](=O)[O-])cc2Cl)cc1 | -0.9 | · | · | · | · | -0.1 | -5.4 | -2.5
34 | C[C@@H]1CCCCO[C@H](CN(C)Cc2ccc(C(=O)O)cc2)[C@@H](C)CN([C@@H](C)CO)C(=O)c2cc(NC(=O)Cc3ccccc3)ccc2O1 | 2.8 | 0.7 | -2.5 | 0.0 | 11.2 | 24.5 | -3.9 | -3.9
35 | COc1ccc(-n2nnnc2C(c2ccccc2OC(F)(F)F)N2CCN(C/C=C/c3ccccc3)CC2)cc1 (stereo not given) | -8.7 | 3.3 | -0.3 | -0.1 | -10.3 | -46.2 | 0.2 | ·
36 | O=C(C[C@@H]1CC[C@@H](NC(=O)NC2CCCCC2)[C@@H](CO)O1)NCc1ccc(Cl)cc1 | 2.7 | -0.3 | -0.1 | -0.5 | 7.6 | 1.2 | -8.1 | -5.6
37 | COc1ccc(NC(=O)N(C)C[C@H]2Oc3ccc(NS(=O)(=O)c4ccc(F)cc4)cc3C(=O)N([C@@H](C)CO)C[C@H]2C)cc1 | 9.2 | -1.2 | 5.1 | 0.0 | 6.1 | -0.7 | -0.3 | -11.9
38 | N#C/C(=C(/O)Cc1ccccc1)P(=O)(c1ccccc1)c1ccccc1 | -21.7 | -1.6 | -0.8 | 0.4 | -19.9 | 17.6 | 1.9 | 2.6
39 | CC(=O)N=c1sc2c3ccccc3ccc2n1C | -1.3 | · | -4.6 | · | -2.3 | 14.6 | 3.7 | 17.8
40 | Cc1[nH]c2ccccc2c1/C=N/NC(=O)c1cc(-c2cccs2)[nH]n1 | · | 0.7 | -1.1 | 0.2 | -78.8 | 7.3 | · | ·
41 | O=C(Nc1ccccc1O)C1=C[C@H](c2coc3ccccc3c2=O)C[C@H](OCCCCO)O1 | -2.2 | -0.2 | 2.8 | · | 8.2 | · | · | 12.5
42 | CN(C)CCn1nnc2c(=O)oc3ccccc3c21 | · | · | -1.3 | -0.1 | -8.3 | -21.3 | · | -2.7
43 | O=C(Cc1ccccn1)N[C@H]1C=C[C@@H](CC(=O)N2CCCCC2)O[C@H]1CO | 0.6 | 0.7 | -2.1 | -0.2 | -2.6 | 7.0 | -1.7 | 14.1
44 | COc1ccc(NC(=O)N(C)C[C@H]2OCCCC[C@@H](C)Oc3ccc(NS(=O)(=O)c4ccc(OC)cc4)cc3C(=O)N([C@@H](C)CO)C[C@H]2C)cc1 | 8.6 | 0.7 | · | 0.2 | · | -40.6 | 0.9 | 30.6
45 | Cc1c(C)n(C(=O)CSc2nncn2C)c2ccccc12 | -1.0 | · | · | · | · | 11.4 | -9.1 | 7.5
46 | C[C@@H]1CN([C@H](C)CO)C(=O)Cc2cc(NS(=O)(=O)c3cccs3)ccc2O[C@H]1CN(C)Cc1ccc(Oc2ccccc2)cc1 | 3.4 | 2.5 | 1.0 | -1.2 | 7.5 | -26.0 | 8.2 | ·
47 | COc1cccc(NC(=O)CN(C)C(=O)c2cc3c(s2)CCC(C)C3)c1 (stereo not given) | -13.3 | 1.4 | -2.0 | 0.4 | -29.2 | -54.0 | 6.8 | -6.2
48 | CCNC(=O)C(=O)c1c(-c2ccccc2)[nH]c2ccccc12 | · | 2.9 | -0.8 | 0.1 | -7.2 | 32.5 | · | -0.6
49 | O=C1CCCN2N=C(SCC(=O)Nc3cccc(F)c3)SC2=N1 | -6.0 | 1.5 | -3.0 | 0.1 | -7.2 | -11.1 | -6.0 | 8.0
50 | CCOC(=O)N/N=C/c1cn(Cc2ccc(Cl)cc2)c2ccccc12 | 6.6 | · | · | 0.4 | · | 12.9 | · | -4.2
51 | O=S(=O)(NCc1ccc2c(c1)OCO2)c1c(F)cc(F)cc1Br | -13.1 | -2.1 | 0.7 | 0.2 | -5.8 | 3.3 | -2.0 | -6.7
52 | Cc1cc(C)cc(NC(=S)NCCCN2CCOCC2)c1 | · | 1.4 | 0.7 | 0.0 | -7.5 | 4.6 | · | ·
53 | CCc1nc2ccc(C(=O)N3CCN(CC)CC3)cc2nc1CC | -4.8 | 2.2 | -1.8 | 0.2 | -8.2 | 2.5 | 9.6 | -12.3
54 | Clc1ccc(Cl)c(-c2nc(-c3ccncc3)no2)c1 | -9.0 | 3.0 | -0.1 | 0.2 | 0.5 | 10.1 | 39.5 | -8.5
55 | Cc1nc2c(C)cccc2cc1C(=O)N/N=C/c1ccc(C(=O)O)cc1 | · | -1.5 | 4.3 | 0.0 | -27.0 | -4.8 | · | ·
56 | Cc1noc(C)c1NC(=O)N(C)C[C@@H]1OCCCC[C@H](C)Oc2ccc(N(C)C)cc2C(=O)N([C@H](C)CO)C[C@H]1C | -7.0 | -2.1 | 0.6 | · | -83.1 | · | -3.4 | 4.0
57 | COc1ccc(CNC(=O)/C=C/c2ccc(S(=O)(=O)N3CCOCC3)cc2)cc1 | · | -1.1 | -6.5 | 0.3 | -13.8 | 3.4 | · | -3.7

Random draw from the library (roughly 3.3% active in at least one column).
